Keap1 Nrf2 FP: disrupts human Keap1 binding to Nrf2 peptide | Q14145 | Keap1 Kelch-Nrf2 peptide fluorescence polarization, 1536-well | inhibition, % at 9.4 µM | hit rate 0.15% among 340,000 | AID 504523; in the data active = inhibition above about 12%;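 also: human Keap1 Kelch domain with fluorescein labeled Nrf2 9mer peptide probe; 0% = neutral control wells and 100% = peptide positive control; higher means more block of Keap1 binding to Nrf2 peptide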
Target sequence (Q14145 whole entry, looked up, the tested form may be a part): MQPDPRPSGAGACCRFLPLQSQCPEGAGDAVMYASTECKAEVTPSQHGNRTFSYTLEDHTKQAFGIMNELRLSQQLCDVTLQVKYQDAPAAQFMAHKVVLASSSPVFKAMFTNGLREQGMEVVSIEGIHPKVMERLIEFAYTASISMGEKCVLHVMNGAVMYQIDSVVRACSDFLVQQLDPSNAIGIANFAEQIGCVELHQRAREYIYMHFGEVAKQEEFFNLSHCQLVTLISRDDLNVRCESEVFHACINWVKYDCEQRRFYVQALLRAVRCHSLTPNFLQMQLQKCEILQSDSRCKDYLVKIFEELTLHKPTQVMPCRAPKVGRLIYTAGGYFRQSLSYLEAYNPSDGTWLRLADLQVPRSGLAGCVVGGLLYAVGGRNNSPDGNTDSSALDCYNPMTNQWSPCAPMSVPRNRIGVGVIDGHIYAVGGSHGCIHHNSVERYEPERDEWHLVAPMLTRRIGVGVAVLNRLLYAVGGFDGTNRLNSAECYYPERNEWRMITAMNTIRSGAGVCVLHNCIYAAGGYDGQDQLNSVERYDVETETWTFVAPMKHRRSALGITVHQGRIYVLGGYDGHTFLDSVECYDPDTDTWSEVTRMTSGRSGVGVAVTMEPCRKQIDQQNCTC
CAL PDZ FP: blocks peptide binding to the human CAL PDZ domain; Q9HD26; purified CAL PDZ, TMR-peptide fluorescence polarization, 1 h; inhibition, % at 24.9 µM; hit rate 0.92% among 300,000; AID 602252;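 active = mean inhibition of at least 30% with at least half of replicates also reaching 30%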;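 also: 0% = DMSO neutral control and 100% = excess unlabeled competitor peptide PRC23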
HTR5A inv ag: HTR5A inverse agonism, opioid heterodimer counter-screen; inhibition, % at 9.3 µM; P47898; HTR5A cell line, luminescence; hit rate 0.083% among 340,000; AID 504634; in the data active = inhibition mostly above about 23%, no sharp cut-off; inactive = mostly below about 18%;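 also: 0% = cells with DMSO and 100% = no-cell wells with DMSO; some compounds called inactive have numbers as strong as hits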
Target sequence (P47898 whole entry, looked up): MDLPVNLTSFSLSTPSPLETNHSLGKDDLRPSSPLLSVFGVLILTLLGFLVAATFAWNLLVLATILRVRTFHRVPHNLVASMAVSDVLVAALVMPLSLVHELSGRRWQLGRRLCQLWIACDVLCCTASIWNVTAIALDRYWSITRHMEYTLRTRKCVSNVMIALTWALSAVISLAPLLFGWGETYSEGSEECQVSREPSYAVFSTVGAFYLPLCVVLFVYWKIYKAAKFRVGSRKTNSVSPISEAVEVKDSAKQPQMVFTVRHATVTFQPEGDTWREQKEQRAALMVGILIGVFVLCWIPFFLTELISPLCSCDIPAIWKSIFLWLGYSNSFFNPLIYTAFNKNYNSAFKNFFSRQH
HTR5A ag ctr: activates human HTR5A in OPRM1-OPRD1 agonist counter-screen; P47898; HTR5A agonist assay, luminescence, cell-based; activation, % at 9.3 µM; hit rate 0.61% among 340,000; AID 504692; in the data active = activation mostly above about 9.5%, no sharp cut-off; inactive = mostly below about 7.6%;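 also: 0% = cells with vehicle only and 100% = reference agonist; strong numbers were not always called active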
C-LANA FP: KSHV C-LANA DNA binding inhibition; MBP-C-LANA/FAM-LBS DNA binding, fluorescence polarization; inhibition, % at 9 µM; hit rate 0.078% among 340,000; AID 504423;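 active = highest replicate inhibition at or above 60% at 9 µM, even if other replicates fall short; inactive = all replicates below 60% inhibition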;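 also: 0% = neutral control wells and 100% = 4 µM acridine orange control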
RTF Ca sens act: cardiac RTF calcium sensitization; P19429+P45379; IANBD-labeled TnC RTF fluorescence at EC20 calcium; 0% EC20 calcium, 100% full calcium; activation, % at 7.2 µM; hit rate 0.24% among 340,000; AID 493008;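 active = activation above the mean over all tested compounds plus 3 SD, cut at about 30% in these data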;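 also: rise in fluorescence read as greater calcium sensitivity of cardiac thin filaments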
OPRM1-OPRD1 ag: OPRM1-OPRD1 heterodimerization agonism; activation, % at 9.3 µM; hit rate 0.3% among 340,000; AID 504326; cells, luminescence; in the data active = activation above about 18%;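 also: 0% = vehicle-treated cells and 100% = reference agonist; values of inactives mirror those of a sister screen read the other way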
MOR-DOR inv ag: mu-delta opioid heterodimer inverse agonism | hit rate 0.21% among 340,000 | P35372+P41143 | inhibition, % at 9.3 µM | cell-based MOR-DOR heterodimer luminescence; in the data active = inhibition above about 22%, passing the limit was not always enough;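 also: 0% = cells with DMSO and 100% = wells without cells with DMSO; values of inactives mirror those of a sister screen read the other way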
RTF Ca sens inh: cardiac RTF calcium desensitization; P19429+P45379; IANBD-labeled cardiac RTF, Ca2+ fluorescence; inhibition, % at 7.15 µM; hit rate 0.12% among 340,000; AID 493244;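 active = inhibition above the mean inhibition of all tested compounds plus 3 SD, cut at about 17% in these data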;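 also: assay run at fixed EC70 calcium of 1.6 mM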
V-ATPase pHluor: yeast V-ATPase proton transport regulation by pHLuorin; hit rate 0.37% among 350,000; AID 504577; S. cerevisiae, pHLuorin cytosolic pH fluorescence; response, % at 10 µM; in the data active = response mostly above about 7.3%, no sharp cut-off; inactive = mostly below about 5.4%; also: actives read high; inactives centre near 0; some compounds called inactive have numbers as strong as hits; reference of the scale not given here
* hit, by the source's call; . = not tested or not shown.

The first 11 records as a preview:
SMILES | Keap1 Nrf2 FP | CAL PDZ FP | HTR5A inv ag | HTR5A ag ctr | C-LANA FP | RTF Ca sens act | OPRM1-OPRD1 ag | MOR-DOR inv ag | RTF Ca sens inh | V-ATPase pHluor
Cc1cccc(NC(=O)NNS(=O)(=O)c2ccc(F)cc2)c1 | -6 | -2 | -26 | 5 | 2.2 | 4 | 1.7 | -9 | 6 | -1
CCOc1ccc(Br)cc1S(=O)(=O)Nc1cccc(S(=O)(=O)N(C)c2ccccc2)c1 | 0 | -1 | 7 | -2 | 1.4 | -5 | 0.8 | -4 | 2 | -1
COC(=O)c1ccc(CSc2n[nH]c(=S)s2)o1 | 1 | 0 | 4 | -2 | -0.7 | 0 | -1.2 | 5 | -8 | 1
Cc1cc2c(C)nc(Cc3ccccc3)nc2o1 | -6 | 0 | 2 | -1 | 1.6 | -5 | -2.2 | 9 | 4 | 0
C=CCNC(=S)NNC(=O)c1csc(C)c1CC | 0 | 1 | -17 | 1 | -2.3 | 1 | -0.2 | 1 | -2 | -1
CSc1ccccc1NC(=O)CN(C)CC(=O)Nc1cc(C)ccc1C | 1 | -3 | -1 | 4 | 0.5 | 5 | -1.6 | 7 | 3 | 4
O=C(c1cc(F)ccc1F)C1CCCN(C(=O)CSc2ccccn2)C1 (stereo not drawn) | -1 | 1 | 18 | 2 | 0.1 | -2 | -5.3 | 27 | 5 | 1
O=C(Cc1ccc(F)cc1)Nc1ccc(S(=O)(=O)N2CCCC2)cc1 | 0 | 3 | 8 | 3 | -0.2 | -5 | -5.0 | 24 | 0 | -5
O=C(CSc1nnc(-c2cc3ccccc3cc2O)n1Cc1ccco1)c1ccc(F)cc1 | 2 | -9 | 4 | -1 | 0.0 | 1 | -0.7 | 4 | -3 | 2
O=S(=O)(NCc1ccccc1Br)c1cccs1 | -2 | 1 | 3 | 0 | -0.4 | 1 | 1.2 | -6 | -4 | 2
CC(C)CNC(=O)COc1cccc(C(=O)NCc2ccccc2)c1 | -2 | 5 | 17 | 0 | -1.6 | -2 | -4.7 | 23 | -1 | 11

Main list, from the first entry:
SMILES | Keap1 Nrf2 FP | CAL PDZ FP | HTR5A inv ag | HTR5A ag ctr | C-LANA FP | RTF Ca sens act | OPRM1-OPRD1 ag | MOR-DOR inv ag | RTF Ca sens inh | V-ATPase pHluor
Cc1cccc(NC(=O)NNS(=O)(=O)c2ccc(F)cc2)c1 | -6 | -2 | -26 | 5 | 2.2 | 4 | 1.7 | -9 | 6 | -1
CCOc1ccc(Br)cc1S(=O)(=O)Nc1cccc(S(=O)(=O)N(C)c2ccccc2)c1 | 0 | -1 | 7 | -2 | 1.4 | -5 | 0.8 | -4 | 2 | -1
COC(=O)c1ccc(CSc2n[nH]c(=S)s2)o1 | 1 | 0 | 4 | -2 | -0.7 | 0 | -1.2 | 5 | -8 | 1
Cc1cc2c(C)nc(Cc3ccccc3)nc2o1 | -6 | 0 | 2 | -1 | 1.6 | -5 | -2.2 | 9 | 4 | 0
C=CCNC(=S)NNC(=O)c1csc(C)c1CC | 0 | 1 | -17 | 1 | -2.3 | 1 | -0.2 | 1 | -2 | -1
CSc1ccccc1NC(=O)CN(C)CC(=O)Nc1cc(C)ccc1C | 1 | -3 | -1 | 4 | 0.5 | 5 | -1.6 | 7 | 3 | 4
O=C(c1cc(F)ccc1F)C1CCCN(C(=O)CSc2ccccn2)C1 (stereo not drawn) | -1 | 1 | 18 | 2 | 0.1 | -2 | -5.3 | 27 | 5 | 1
O=C(Cc1ccc(F)cc1)Nc1ccc(S(=O)(=O)N2CCCC2)cc1 | 0 | 3 | 8 | 3 | -0.2 | -5 | -5.0 | 24 | 0 | -5
O=C(CSc1nnc(-c2cc3ccccc3cc2O)n1Cc1ccco1)c1ccc(F)cc1 | 2 | -9 | 4 | -1 | 0.0 | 1 | -0.7 | 4 | -3 | 2
O=S(=O)(NCc1ccccc1Br)c1cccs1 | -2 | 1 | 3 | 0 | -0.4 | 1 | 1.2 | -6 | -4 | 2
CC(C)CNC(=O)COc1cccc(C(=O)NCc2ccccc2)c1 | -2 | 5 | 17 | 0 | -1.6 | -2 | -4.7 | 23 | -1 | 11
CC(Oc1cc2oc(=O)c3c(c2cc1Cl)CCC3)C(=O)NCC1CCC(C(=O)O)CC1 (stereo not drawn) | -1 | 8 | 7 | 2 | 0.2 | 3 | -3.2 | 17 | -2 | 4
CCOc1ccc(C2=Nn3c(nnc3-c3cccnc3)SC2)cc1 | -1 | -4 | 17 | -7 | 0.7 | -1 | -1.3 | 6 | -5 | -2
Cn1c(N)c(C(=O)CSc2nn(-c3ccccc3)c(=S)s2)c(=O)n(C)c1=O | -3 | -6 | -1 | 1 | -1.7 | -7 | 2.8 | -18 | 1 | -2
CCOc1c(Br)cc(CNc2ncn[nH]2)cc1OC | 1 | 0 | -12 | 2 | -0.2 | 4 | -2.6 | 11 | 3 | -1
COc1cc(/C=N/N=C(\N)c2nonc2N)cc(OC)c1O | -4 | -4 | 6 | -2 | -1.1 | 0 | -0.2 | 1 | 5 | -1
O=C(Cc1ccc(F)cc1)Nc1c(C(=O)N2CCN(c3ncccn3)CC2)oc2ccccc12 | 2 | -1 | -12 | 0 | -0.6 | -8 | -3.3 | 17 | -7 | 0
COC(=O)c1ccccc1S(=O)(=O)N1CCC(C(=O)OCC(=O)NCC(F)(F)F)CC1 | -3 | -4 | 5 | -2 | -0.5 | -1 | -1.6 | 8 | -5 | 0
O=C(CCc1nnc2ccc(NCc3ccco3)nn12)N1CCN(c2ccccc2F)CC1 | 0 | -4 | 7 | 2 | 0.4 | 0 | -1.4 | 7 | 0 | 2
CCOC(=O)N1CCN(CC(=O)n2c(C)c(C)c3ccccc32)CC1 | 0 | -1 | 2 | -1 | -1.4 | 3 | -2.5 | 15 | 0 | 13*
COc1ccc(CC(=O)N2CCN(C(=O)c3ccco3)CC2)cc1 | -2 | -5 | 18 | -8 | 0.0 | 2 | 1.4 | -9 | -33 | -4
CC(C)NS(=O)(=O)c1ccc(CCC(=O)O)cc1 | -5 | . | -1 | 0 | 2.2 | 8 | -0.5 | 2 | -4 | -3
CNCC(O)CN1CCN(c2ccccc2OC)CC1 (stereo not drawn) | -1 | . | -4 | 1 | -0.1 | 9 | -2.0 | 10 | -6 | 6
Cc1nc(Cc2nnc(SC(C)C(=O)N3c4ccccc4NC(=O)C3(C)C)o2)cs1 (stereo not drawn) | -4 | -7 | 20 | -8 | 1.3 | -2 | -1.9 | 8 | 0 | 4
O=C(c1ccc(Cl)cc1)c1cc([N+](=O)[O-])ccc1N1CCOCC1 | -3 | -4 | -10 | 1 | -0.9 | -1 | 1.3 | -7 | 2 | -1
O=C1OCC(c2ccc(Cl)s2)=C1c1ccccc1[N+](=O)[O-] | 2 | -5 | -30 | 8 | 0.9 | -2 | -3.4 | 16 | -6 | 0
CN(Cc1ccncn1)C(=O)CC1C(=O)NCCN1Cc1cccc(Oc2ccccc2)c1 (stereo not drawn) | -1 | -4 | 7 | -3 | 1.1 | -2 | -1.3 | 7 | -10 | 2
C=CCNC(=S)NC(=O)c1ccc(C)c(Br)c1 | -4 | -3 | 12 | -2 | 0.8 | -2 | 3.0 | -16 | 3 | 0
CC(=O)Nc1ccc(NC2=C/C(=N/S(=O)(=O)c3cccs3)c3ccccc3C2=O)cc1 | -5 | -2 | . | . | 0.9 | . | . | . | . | -1
CCN(CC(=O)Nc1c(F)cccc1F)C(=O)Cc1csc(-c2ccc(OC)c(OC)c2)n1 | -1 | -2 | -7 | 2 | -0.6 | -4 | -0.8 | 5 | 8 | 1
CCOC(=O)c1c(NC(=O)CN2C(=O)NC3(CCC(C)CC3)C2=O)sc(C)c1CC (stereo not drawn) | 2 | -2 | 6 | 1 | -0.9 | -6 | 0.0 | 0 | -18 | -1
Cc1cc(C)cc(Oc2ccc(N)cc2)c1 | -1 | . | -6 | 3 | -0.7 | -1 | 0.8 | -4 | -7 | 0
CCc1cc(=O)oc2cc(C)cc(OC(C)C(=O)NC3CCN(Cc4ccccc4)CC3)c12 (stereo not drawn) | -3 | 6 | 1 | -4 | -0.8 | -2 | 1.2 | -6 | -1 | 0
CCOC(=O)Cn1nc(Cc2ccccc2)c2ccccc2c1=O | -8 | -4 | -36 | 0 | -0.2 | 12 | -1.0 | 6 | -3 | 5
COc1cc(OC)cc(C(=O)Nc2ncn[nH]2)c1 | 2 | -3 | -6 | 6 | -0.6 | 1 | -1.6 | 9 | -1 | 6
O=C(CSc1nc(N2CCCCC2)nc(N2CCCCC2)n1)Nc1nccs1 | 2 | 2 | 7 | -1 | 1.0 | -3 | -3.8 | 18 | 4 | -3
COc1cccc(NC(=O)c2ccccc2F)c1 | -8 | -5 | 9 | 4 | 0.3 | 0 | -2.3 | 11 | 6 | 3
CC1(C2CC2)NC(=O)N(CC(=O)Nc2ccc(C(F)(F)F)cc2)C1=O (stereo not drawn) | -1 | . | -12 | 3 | -1.0 | 4 | 0.0 | 0 | -10 | 4
CC(C)c1nnc(SCC(=O)NCCC2=CCCCC2)n1N | -8 | -1 | -17 | -1 | -0.1 | -1 | -1.5 | 8 | 2 | -2
CCn1cc(C(=O)Nc2ccc(F)c(F)c2)cn1 | 0 | 1 | -17 | 3 | 1.2 | 3 | -0.6 | 3 | -3 | 3
Cc1cccc(-c2c3c(=O)n(C)c(=O)n(C)c3cn2CCO)c1 | -3 | -3 | 5 | -2 | 1.1 | 2 | -2.6 | 15 | -2 | 4
Cc1[nH]c(=O)[nH]c(=O)c1S(=O)(=O)N1CCCC(C(=O)N2CCN(c3ccccc3Cl)CC2)C1 (stereo not drawn) | 0 | 0 | 4 | -2 | -1.2 | -6 | -2.4 | 10 | -2 | 0
CCn1cc(Cl)c(C(=O)N2N=C3/C(=C/c4cccs4)CCCC3C2c2cccs2)n1 (stereo not drawn) | 2 | . | 3 | 2 | -0.3 | -3 | -2.0 | 9 | -3 | 0
Cc1ccc(CN2CC(C(=O)N3CCN(S(=O)(=O)c4c(F)cccc4F)CC3)CC2=O)cc1 (stereo not drawn) | -5 | 4 | 12 | 3 | 0.7 | -1 | 4.8 | -32 | 1 | -1
Cc1nc2ncnn2c(C)c1Cc1ccccc1Cl | 0 | 0 | 10 | -4 | 1.5 | -3 | -2.7 | 14 | -7 | -1
OCC1(CCc2ccccc2)CCN(Cc2ccccc2Cl)CC1 | -1 | 13 | 11 | -4 | -1.2 | 1 | 55* | -260 | -4 | -3
CCn1c(SCc2cccc(C(F)(F)F)c2)nnc1-c1ccco1 | -9 | . | -11 | 2 | 0.1 | 3 | -1.2 | 5 | -5 | 0
COc1ccccc1[C@@H]1C(c2cccc(C)c2)=NN(c2ccc(Br)cc2)[C@H]1C(=O)N1CCOC1=O | 3 | -1 | -6 | 2 | -0.9 | -1 | -1.2 | 6 | -7 | 2
Cc1ccc(CSCCNC(=O)c2cccc([N+](=O)[O-])c2)cc1 | 1 | 3 | -3 | -1 | 0.7 | -1 | 2.2 | -12 | -1 | -3
